XBP1 UPR activ = adaptive UPR (XBP1) activation. activation, % at 20 µM. CHO-XBP1 luciferase reporter, IRE1-XBP1 UPR activation, luminescence; percent of tunicamycin response, DMSO as zero. hit rate 0.33% among 330,000;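 active = versus positive control, 20 µM dose yields 30% or more activation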;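 note: 100% = tunicamycin at 10 µg/mL and 0% = DMSO only wells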
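Material: CHO cell line with stable XBP1 luciferase reporter; schedule: 16-18 h cell attachment at 37 °C, then 6 h compound exposure; signal: glow luminescence from Steady-Glo reagent; medium: serum-containing F12 medium, 10% FBS; benchmarks: tunicamycin 10 µg/mL and vehicle-only wells; read-out: percent activation relative to tunicamycin reference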
UPR CHOP act = activators of apoptotic arm of unfolded protein response (CHOP); hit rate 0.34% among 330,000; activation, % at 10 µM; CHO-CHOP luciferase reporter, UPR activation, luminescence; percent of tunicamycin response over DMSO baseline; AID 449763;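 active = at 10 µM dose, activation of 40% or more, normalized to positive control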;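 note: 100% = tunicamycin at 10 µg/mL and 0% = DMSO alone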
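Assay system: CHO cells with stable CHOP pathway luciferase reporter; Buffer or medium: F12 plus 10% serum; Times: 16-18 h cell attachment, then 6 h compound exposure, 37 °C; Signal: luciferase luminescence; Read-out basis: percent activation relative to tunicamycin control; Control set: tunicamycin high control, DMSO low control.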
Gli-Sufu block = Gli-Sufu pathway antagonism; Sufu-KO-LIGHT fibroblasts, Gli luciferase reporter luminescence; inhibition, % at 5 µM; hit rate 0.74% among 340,000;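 active = inhibition above about 55%, limit read from the data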;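 note: 0% = DMSO-treated cells and 100% = wells with medium but no cells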
Jurkat NFkB inh = lowers PMA/ionomycin-induced NF-kB signal in Jurkat cells; PMA/ionomycin-induced NF-kB luciferase reporter, luminescence; hit rate 0.53% among 330,000; inhibition, % at 4 µM; in the data active = inhibition above about 50%
697 NFkB inh = lowers PMA/ionomycin-induced NF-kB signal in 697 B cells. 697 B-cell NF-kB luciferase reporter, 16 h. inhibition, % at 4 µM. hit rate 0.33% among 330,000. AID 435022; in the data active = inhibition above about 35%
CCR6 antagonist = blocks CCL20-driven beta-arrestin recruitment at human CCR6 | P51684 | CHO-K1 CCR6 PathHunter beta-arrestin, luminescence, CCL20-stimulated | inhibition, % at 20 µM | hit rate 0.49% among 340,000;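 active = compounds whose inhibition of the agonist-driven luminescence signal at 20 µM reaches about 50%, limit read from the data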;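 note: cells stimulated with CCL20 at 14 nM final; plate controls were DMSO with CCL20 for no effect and DMSO without agonist for full effect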
Target sequence (P51684 whole entry, looked up): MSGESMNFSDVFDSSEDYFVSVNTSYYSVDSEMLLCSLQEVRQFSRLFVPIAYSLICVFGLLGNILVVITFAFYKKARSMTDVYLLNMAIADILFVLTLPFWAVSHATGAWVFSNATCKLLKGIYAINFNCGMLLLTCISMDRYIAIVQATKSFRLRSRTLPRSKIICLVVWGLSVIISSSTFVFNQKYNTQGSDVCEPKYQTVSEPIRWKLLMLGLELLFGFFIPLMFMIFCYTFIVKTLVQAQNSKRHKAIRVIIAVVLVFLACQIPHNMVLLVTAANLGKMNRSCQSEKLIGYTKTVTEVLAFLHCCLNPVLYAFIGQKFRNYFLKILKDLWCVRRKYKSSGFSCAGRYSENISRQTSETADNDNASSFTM
EBI2 block = antagonists of human EBI2 receptor | P32249 | EBI2 beta-arrestin recruitment, luminescence, 7a,25-OHC stimulated | inhibition, % at 5 µM | hit rate 0.81% among 360,000; in the data active = inhibition above about 38%;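 note: enzyme fragment complementation signal reports receptor beta-arrestin coupling in cells; 0% = agonist plus DMSO wells and 100% = wells without agonist; some results beyond the cut were filed as inactive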
Mdm2 MdmX PPI = human Mdm2/MdmX binding inhibition | inhibition, % at 8 µM | AID 485346 | SaOS-2 split-luciferase Mdm2/MdmX complementation, luminescence | O15151+Q00987 | hit rate 3% among 330,000;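 active = inhibition of at least 50% at 8 µM in the primary screen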
CXCR6 block = inhibitors of human CXCR6 receptor | O00574 | AID 602244 | hit rate 0.36% among 360,000 | inhibition, % at 20 µM | CHO-K1 PathHunter CXCR6 beta-arrestin, luminescence; in the data active = inhibition above about 34%, passing the limit was not always enough;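 note: antagonist mode with CXCL16 agonist at 10 nM final; 0% = 10 nM CXCL16 with DMSO and 100% = unstimulated wells without agonist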
* hit, by the source's call. Only part of the results is shown; rates above refer to the full screens.

Preview:
SMILES	XBP1 UPR activ	UPR CHOP act	Gli-Sufu block	Jurkat NFkB inh	697 NFkB inh	CCR6 antagonist	EBI2 block	Mdm2 MdmX PPI	CXCR6 block
COc1ccc(N=C(C)c2c(O)[nH]c(=O)[nH]c2=O)cc1	-1.6	0.2	-5.6	-21.9	-40.0	-0.4	-3.4	-5.8	-10.0
CCCN1CCC[C@H](c2cccc(O)c2)C1	-7.3	1.3	-8.2	7.6	10.2	-0.7	5.0	15.8	-0.6

All compounds of this part, repeating the preview:
SMILES	XBP1 UPR activ	UPR CHOP act	Gli-Sufu block	Jurkat NFkB inh	697 NFkB inh	CCR6 antagonist	EBI2 block	Mdm2 MdmX PPI	CXCR6 block
COc1ccc(N=C(C)c2c(O)[nH]c(=O)[nH]c2=O)cc1	-1.6	0.2	-5.6	-21.9	-40.0	-0.4	-3.4	-5.8	-10.0
CCCN1CCC[C@H](c2cccc(O)c2)C1	-7.3	1.3	-8.2	7.6	10.2	-0.7	5.0	15.8	-0.6
COc1ccc(-n2c(SC)nc3ccccc3c2=O)cc1	-0.7	-2.2	14.3	-8.9	-4.5	12.7	-6.1	38.5	-4.6
CC(C)Sc1nnc([C@@H](N)Cc2c[nH]c3ccccc23)o1	-1.0	-0.1	-1.5	-11.3	-29.6	1.2	-4.9	-15.5	-3.5
CC(C)CCOP(N)(=O)Oc1ccccc1 (stereo not drawn)	1.0	-0.7	5.4	14.7	-0.6	4.5	-12.5	11.4	1.0

Only EBI2 block and CCR6 antagonist (two entries from above):
| canonical_smiles | EBI2 block | CCR6 antagonist |
| --- | --- | --- |
| CC(C)Sc1nnc([C@@H](N)Cc2c[nH]c3ccccc23)o1 | -4.9 | 1.2 |
| CC(C)CCOP(N)(=O)Oc1ccccc1 (stereo not drawn) | -12.5 | 4.5 |

Record cards, from the list above.
Shown for CC(C)CCOP(N)(=O)Oc1ccccc1 (stereo not drawn) → XBP1 UPR activ = 1.0; UPR CHOP act = -0.7; Gli-Sufu block = 5.4; Jurkat NFkB inh = 14.7; 697 NFkB inh = -0.6; CCR6 antagonist = 4.5; EBI2 block = -12.5; Mdm2 MdmX PPI = 11.4; CXCR6 block = 1.0
Shown for COc1ccc(N=C(C)c2c(O)[nH]c(=O)[nH]c2=O)cc1 → XBP1 UPR activ = -1.6; UPR CHOP act = 0.2; Gli-Sufu block = -5.6; Jurkat NFkB inh = -21.9; 697 NFkB inh = -40.0; CCR6 antagonist = -0.4; EBI2 block = -3.4; Mdm2 MdmX PPI = -5.8; CXCR6 block = -10.0

Screening results: PubChem, Sanford-Burnham Center for Chemical Genomics
